Source: PubChem (National Center for Advancing Translational Sciences (NCATS))
SW480 rereplic: inducers of DNA re-replication in SW480 colon cancer cells | SW480 DNA re-replication, Hoechst DNA content imaging, 48 h | Potency, µM (series often up to 46.1 µM), for the others: top-dose re-replication activation, most hits filed as activators | actives 1.8% (n = 340,000) | AID 624297; note: potency is the fitted concentration of half-maximal effect; % of control where 0% means no effect; nearly all actives have a fitted effect of over 55% in size
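Compounds, transferred as 23 nL by pin tool, were incubated with cells for 48 hr; DNA content per nucleus was then quantified by Hoechst staining and fluorescence plate imaging.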
GLP1R cytotox: cytotoxicity in counter-screen for GLP-1R inverse agonists | HEK293 cAMP-luciferase reporter cells, luminescence, 24 h | Potency, µM (series often up to 38.3 µM), inactives show at the highest dose activity change, negative = inhibition, hits mostly inhibitors | actives 0.13% (n = 410,000);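 note: loss of luciferase light is scored as toxicity; potency is the fitted concentration of half-maximal effect; % is set by controls: 0 for no effect and ±100 for the full control effect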
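Seeding density was 200 cells/uL; after overnight-length (12 h) culture, 23 nL compounds went on for 24 h at 37 °C. Readout used a luciferase detection reagent, luminescence taken after 12 min at room temperature.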
DRD3 agonist: agonists of human D3 dopamine receptor; P35462; D3R DiscoveRx beta-arrestin cells, luminescence, 90 min; max activation, %; actives 0.58% (n = 410,000); in the data active = max activation above about 30%; note: 0% is about no effect; mostly tested at two doses, the higher about 12 µM
Target sequence (P35462 whole entry, looked up): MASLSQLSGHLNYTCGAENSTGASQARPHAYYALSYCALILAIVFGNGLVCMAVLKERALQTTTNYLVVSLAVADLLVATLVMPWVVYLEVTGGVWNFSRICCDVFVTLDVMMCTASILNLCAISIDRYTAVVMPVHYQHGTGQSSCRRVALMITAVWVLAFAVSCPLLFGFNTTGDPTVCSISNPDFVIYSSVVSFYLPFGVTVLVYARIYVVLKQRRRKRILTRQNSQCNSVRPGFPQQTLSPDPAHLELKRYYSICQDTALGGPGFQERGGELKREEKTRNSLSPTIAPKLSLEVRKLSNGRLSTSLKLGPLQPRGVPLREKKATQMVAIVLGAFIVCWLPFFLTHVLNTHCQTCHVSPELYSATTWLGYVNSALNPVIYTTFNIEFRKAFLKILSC
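Agonist-mode cell screen: cells plated at 1500/well and incubated overnight at 37 °C, then exposed to library compounds for 90 min at 37 °C. Detection reagent was added for 30–60 min at room temperature, and luminescence was read.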
HT1080-NT tox: kills 2HG-producing HT-1080-NT fibrosarcoma cells; Potency, µM (top dose mostly 46.1 µM), for the others: at the highest dose activity, negative = less viability, actives largely listed as cytotoxic; actives 1.6% (n = 360,000); HT-1080-NT fibrosarcoma viability, CellTiter-Glo ATP luminescence, 48 h; AID 686970;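 note: NT is the 2HG producing partner of a matched IDH1 knockdown line; potency is the fitted concentration of half-maximal effect; 0% = DMSO-treated cells and -100% = media-only wells without cells; nearly all actives have a fitted effect of over 55% in size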
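HT-1080-NT fibrosarcoma cells (2HG-overproducing), 750 cells/well in RPMI with 5% FBS, dosed after 2 h and incubated 48 h at 37C. CellTiter-Glo luminescence normalized to DMSO and no-cell wells; concentration-response curves fitted and classed.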
IL-1B inflam inh: blocks inflammasome-driven IL-1 beta release. THP-1 LPS/ATP IL-1B secretion, AlphaLISA, 16 h; stronger effect = lower value. activity change, % at 57.5 µM. actives 4.7% (n = 360,000); in the data active = activity change below about -50%; inconclusive = mostly about -30% to -49%; note: % is set by controls: 0 for no effect and ±100 for the full control effect
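Secreted IL-1B measured by AlphaLISA bead assay after 16 h compound exposure of THP-1 cells; compounds (final up to 57.5 uM) added 1 h before LPS (250 ng/mL) and ATP (1.25 mM) stimulation; lower signal means less secretion.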
KB-V1 MDR tox: kills drug-selected multidrug resistant KB-V1 cells; KB-V1 MDR cells viability, CellTiter-Glo, 72 h; Potency, µM (top dose mostly 46.1 µM), inactives show at the top dose activity change, negative = cytotoxicity, usual class: cytotoxic; actives 3.4% (n = 400,000); note: potency is the fitted concentration of half-maximal effect; % is set by controls: 0 for no effect and ±100 for the full control effect; nearly all actives have a fitted effect of over 60% in size
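Luminescent ATP read-out (CellTiter-Glo, 10 min) measures survival of drug-selected KB-V1 MDR cells after 72 h, 37 degrees C compound exposure. Medium: phenol-red-free DMEM, 10% FBS. Values from fitted concentration-response curves.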
KB-3-1 tox: KB-3-1 parental cell cytotoxicity; KB-3-1 viability, CellTiter-Glo ATP luminescence, 72 h; Potency, µM (top dose mostly 46.1 µM), inactives show at the top dose activity change, negative = cytotoxic, actives largely listed as cytotoxic; actives 1.4% (n = 400,000); AID 1347075; note: potency is the fitted concentration of half-maximal effect; % is set by controls: 0 for no effect and ±100 for the full control effect; nearly all actives have a fitted effect of over 60% in size
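Viability of parental KB-3-1 cells, measured by CellTiter-Glo luminescence, followed a 72 h incubation at 37 °C with pinned compounds in phenol-red-free DMEM containing 10% FBS.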
HT1080 IDH1KD tx: toxicity to HT-1080 IDH1 knockdown cells (counter line); AID 686971; Potency, µM (top dose mostly 46.1 µM), without a hit: at the top dose activity, negative = toxicity, hits mostly cytotoxic; HT-1080 IDH1 knockdown viability, ATP luminescence, 48 h; actives 2% (n = 360,000);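 note: potency is the fitted concentration of half-maximal effect; 0% = DMSO wells and -100% = cell-free medium wells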
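Knockdown cells (IDH1KD HT-1080) received compounds 2 h after plating at 750 cells/well and were kept 48 h at 37 °C in 5% FBS RPMI. A CellTiter-Glo luminescence read gave % activity for curve fitting.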
MCF10A rereplic: DNA re-replication induction in MCF 10a cells | AID 624296 | actives 2.9% (n = 350,000) | MCF 10A DNA re-replication, Hoechst nuclear intensity, 48 h | Potency, µM (top dose mostly 46.1 µM), for inactives: top-dose activity, positive = re-replication, usual class: activators; note: potency is the fitted concentration of half-maximal effect; % of control where 0% means no effect; nearly all actives have a fitted effect of over 50% in size
* marks the source's active call; other numbers are inactive results; ? = inconclusive; nt = not tested or not shown; & = joins results of further samples; ! = not confirmed by another sample; [ ] = remark or other dose. Unless noted, calls come from the whole dose curve; as a rule, active = well fitted curve in the direction sought with a large enough effect; inconclusive = small, poorly fitted or top-dose-only effect, or another doubt; inactive = no such curve, though single readings can be large; an effect the other way counts as inactive or inconclusive.

Order of values – SW480 rereplic, GLP1R cytotox, DRD3 agonist, HT1080-NT tox, IL-1B inflam inh, KB-V1 MDR tox, KB-3-1 tox, HT1080 IDH1KD tx, MCF10A rereplic
- CC1(C(=O)NCCc2c[nH]c3ccccc23)C=CCN1C(=O)c1ccccc1 (stereo not given)
 : 2%, -3%, 6, 10%, 17, 11%, 7%, 17%, -2%
- Cc1ccc2cc(/C=N/NC(=O)[C@H](C)NC(=O)OC(C)(C)C)c(Cl)nc2c1
 : -4%, -12%, 5, -3%, 26, ?, ?, -1%, -5%
- Oc1c(Br)cc(/C=N/Nc2nncc3ccccc23)cc1Br
 : 1%, -8%, 4, 11%, -5, -20%, 12%, 2%, 21µM*
- NC(=O)C1CCN(c2nc(-c3cccc(Cl)c3)cs2)CC1
 : -19%, nt, nt, nt, nt, 0%, -1%, nt, 7%
- CSc1ccc(S(=O)(=O)N2CCC(C(=O)NCC3CCCO3)CC2)cc1 (stereo not given)
 : -4%, -9%, 2, 23%, -18, 2%, 14%, 17%, ?
- COc1ccc(C(=O)N/C(=C\c2ccc(Cl)cc2)C(=O)NCc2ccncc2)cc1
 : nt, -12%, 0, 5%, ?, -1%, -2%, -3%, nt
- O=C(CC1(O)C(=O)Nc2ccccc21)c1ccc(-n2cccc2)cc1 (stereo not given)
 : 17%, -8%, 5, 13%, -3, ?, 1%, 7%, 6%
- CCOC(=O)c1c(C)c(C(=O)NCCCOC)c(C)n1C
 : -12%, 13%, -3, 1%, -18, 11%, -4%, 2%, 5%
- NC(=O)C1=C[C@@H](c2coc3ccccc3c2=O)C[C@@H](OCCCCO)O1
 : -1%, 6%, -24, -3%, 20, 4%, -5%, -5%, ?
- CC1(C)CC(=O)C=C(c2cccc(Br)c2)C1
 : -8%, -2%, 8, 6%, -1, 3%, 0%, -1%, -1%
- Cc1cccc(NC(=O)Cn2cc([N+](=O)[O-])cn2)n1
 : -2%, -7%, -4, -2%, 22, ?, 17%, 3%, 1%
- CC(=O)c1ccc(N2CCN(C(=O)c3ccc(Cl)c(NC4=NC5CS(=O)(=O)CC5S4)c3)CC2)cc1 (stereo not given)
 : -4%, -2%, 3, -1%, -5, 3%, 11%, 18%, 0%
- CSc1nnc(-c2ccccc2)c(=O)[nH]1
 : 1%, 6%, 3, 6%, 5, 21%, -5%, 7%, 0%
- CCOc1ccc(C2C=C(c3ccc(C)cc3)Nc3nnnn32)cc1 (stereo not given)
 : 14%, nt, -3, ?, -19, ?, ?, 13µM*, ?
- CN(CP(=O)(O)C(O)c1ccccc1)S(C)(=O)=O (stereo not given)
 : 3%, -1%, 1, 16%, 14, 0%, 7%, 16%, 0%
- O=C(CSC1=NS(=O)(=O)c2cc(Cl)ccc2N1)NCc1ccccc1
 : -1%, 7%, 0, 11%, -9, 4%, 12%, 4%, 0%
- COc1ccccc1NS(=O)(=O)c1cc(NC(=S)Nc2cc(C)cc(C)c2)ccc1Cl
 : 9%, -5%, 4, 11%, ?, 15µM*, ?, 10%, 5%
- COC(=O)c1nn(-c2ccc(C)cc2)ccc1=O
 : -5%, -16%, 1, 5%, 3, 12%, 0%, 3%, 1%
- Cc1cccc(C)c1NC(=O)NC1(C(=O)NCCCN2CCOCC2)CCCCC1
 : 1%, 7%, -6, 2%, -13, 14%, 9%, 1%, 3%
- CCn1c(SCC(=O)Nc2ccc3c(c2)OCO3)nnc1C1CC1
 : -17%, 8%, -11, -3%, -22, -7%, 3%, -4%, -19%
- CCCCC(C(=O)O)C(C)CC(=O)Nc1ccn(-c2ccccc2)n1 (stereo not given)
 : -5%, 0%, 7, 11%, 14, 3%, 8%, 16%, -12%
- CCc1cc(C(=O)Nc2cc(S(=O)(=O)N(CC)CC)ccc2N2CCOCC2)sc1C
 : -2%, -2%, -5, -2%, -14, -25%, -2%, -13%, ?
- C#CCOCCOCCOCCNc1nc(N2CCN(C(=O)Cn3cc(CC(C)O)nn3)CC2)nc(N2CCN(C(=O)[C@H](C)n3cc(CCC(=O)O)nn3)CC2)n1 (stereo not given in full)
 : ?, 4%, 16, 14%, 1, 7%, 16%, 12%, ?
- c1cncc(-c2nc(-c3ccco3)cs2)c1
 : -5%, 6%, -4, 23%, -2, 9%, -6%, 14%, 3%
- O=C(O)c1cnc(-c2ccccc2)nc1Sc1ccccc1Cl
 : -3%, 2%, 0, 2%, 36, 0%, -20%, -16%, 17%
- CC1CCN(S(=O)(=O)c2nnc(NC(=O)c3cccc(F)c3)s2)CC1
 : nt, 0%, -8, nt, nt, 5%, -21%, nt, nt
- Cc1ccc(S(=O)(=O)N2CCC(C(=O)OC(C)C(=O)NC(N)=O)CC2)cc1C (stereo not given)
 : -17%, 4%, 6, -4%, 22, -3%, -5%, 9%, -1%
- Cc1ccc(-c2csc3ncnc(N4CCN(C(=O)c5ccccc5)CC4)c23)cc1
 : 1%[9.22 µM], -10%, 8, ?, -27, ?, ?, ?, ?
- CCOC(=O)c1cccc(P(=O)(C(C)(C)C)C(C)(C)C)c1
 : -2%, -6%, -1, 6%, 1, 1%, 6%, 0%, -1%
- O=C(N/N=C/c1ccco1)c1cccc(N2Cc3ccccc3C2)c1
 : -11%, -19%, 1, 9%, 2, 0%, 16%, 6%, -4%
- CCc1cc(=O)oc2c(CN3CCCC3)c(O)c(Cl)cc12
 : 10%, 259%[activator], -3, 6%, -3, -19%, 1%, -4%, ?
- Cc1ccc(S(=O)(=O)NC(C)C(=O)N2CCOCCOCCOCCOCC2)cc1 (stereo not given)
 : -2%, 5%, 4, 19%, 24, 2%, 11%, 17%, 3%
- COc1cccc(N2CCN(C(=O)C3CCCN(c4ncnc5c4nc4n5CCCCC4)C3)CC2)c1 (stereo not given)
 : 2%, ?, 9, -27%, -21, -22%, -1%, -23%, 8%
- COC(=O)c1cc(NC(=O)CCS(=O)(=O)c2cc(Br)cc3c2N(C(=O)C2CC2)CC3)cc(C(=O)OC)c1
 : nt, -2%, 6, nt, nt, 8%, 5%, nt, nt
- CCc1ccc2c(c1)C(c1ccc([N+](=O)[O-])cc1)=NNC(c1ccccc1)=N2
 : -9%, -10%, 1, 8%, -11, 3%, 7%, 11%, 2%
- COc1ccc(N2C(=O)CC(N3CCN(S(=O)(=O)c4c(F)cccc4F)CC3)C2=O)cc1OC (stereo not given)
 : -11%, -11%, 1, 11%, -3, 4%, 14%, 11%, 6%
- CCN(CCCNC(=O)CN1C(=O)COc2ccccc21)c1ccccc1
 : 1%, 0%, -11, 4%, -14, -14%, -11%, -3%, -9%
- CC(=O)c1cc(-c2ccccc2)n(CC(=O)N2CCCCC2)c1C
 : 3%, -6%, -13, -5%, 0, 6%, 4%, -3%, 1%
- COc1ccc(CN2CCN(S(=O)(=O)c3ccccc3)CC2)c(OC)c1
 : -1%, 18%&-4%, -19&-19, 3%, 16, 18µM*!, -3%&-4%, 7%, 5%
- CCN(CC)CCCNC(=O)c1ccc(CS(=O)(=O)c2ccccc2OC)o1
 : -1%, 2%, -11, -2%, -4, -9%, 17%, 0%, 14%
- CCn1c(=S)sc2c(=O)n(CC(=O)Nc3ccc(OC)c(Cl)c3)c(C)nc21
 : 2%, -6%, -3, -4%, 33, 9%, 5%, -15%, 11%
- COC(=O)C(=Cc1ccc(OCc2ccc([N+](=O)[O-])cc2)c(OC)c1)C(=O)OC
 : 25%, -14%, -13, ?, -92*, ?, -21%, ?, 1.5µM*
- CC1CN(C(=O)c2cc3cc([N+](=O)[O-])ccc3oc2=O)CC(C)O1 (stereo not given)
 : -2%, ?, -7, 10%, 18, 8%, 2%, 17%, -4%
- CCOC(=O)c1c(NC(=O)Nc2ccc(F)cc2)sc2c1CCN(C)C2
 : -8%, 0%, -8, -10%, -28, -9%, 0%, -15%, 2%
- Cc1ccc(NC(=O)CCc2ccccc2)cc1C
 : nt, 1%, -5, 5%, -12, 4%, -1%, 1%, nt
- Cc1ccccc1NC(=O)COC(=O)CNC(=O)c1sc2ccccc2c1Cl
 : -6%, -8%[1.53 µM], -11, 2%, 8, 2%, -1%, -2%, -2%
- CNS(=O)(=O)c1cc(N(C)S(=O)(=O)c2ccc(C)cc2)c(C)cc1C
 : 3%, -3%, 5, 2%, 0, -9%, 9%, 0%, -12%
- Cn1c(N)c(C(=O)COC(=O)CCOc2ccc(C(C)(C)C)cc2)c(=O)n(C)c1=O
 : 0%, 1%[7.66 µM], -6, -16%, -8, 23%, 1%, -2%, 12%
- CCCCNC(=O)CNC(=S)N(CCCN1CCOCC1)Cc1cccs1
 : -3%, -25%, -10, 2%, 5, -6%, -9%, 4%, 3%
- Cn1ccnc1SCc1cc(=O)[nH]c2ccccc12
 : 14%, -12%, 2, 13%, 18, -13%, -9%, 23%, 0%
- Cn1c(=O)c2c(nc(N3CCOCC3)n2C/C=C/c2ccccc2)n(C)c1=O
 : -12%, -10%, 17, -24%, 22, ?, 11%, -2%, -1%
- C/C(=N\NC(=O)CNc1ccccc1)c1ccccc1
 : -3%, 7%, -2, -2%, -7, 4%, 27%, 4%, 2%
- CC1CCN(c2ccccc2NC(=O)c2ccc(C#N)cc2F)CC1
 : ?, -3%, 4, ?, 18, 0%, 3%, 18%, -31%
- CCN(C(=O)COC(=O)CNC(=O)c1cccc(C)c1)c1c(N)n(Cc2ccccc2)c(=O)[nH]c1=O
 : -7%, 8%, 6, 6%, 3, 3%, -1%, 3%, 9%
- O=C(Cc1ccccc1)N[C@@H](Cc1ccccc1)c1nc2ccccc2[nH]1
 : 16%, -7%, -8, 2%, -8, -21%, 0%, -1%, 30%
